POLH inh: inhibitors of human DNA polymerase eta | Q9Y253 | recombinant Pol eta, fluorescent DNA replication assay | Potency, µM (top dose mostly 114 µM), for the others: top-dose activity change, negative = inhibition, usual class: inhibitors | hit rate 1.2% among 390,000; note: potency is the fitted concentration of half-maximal effect; % is set by controls: 0 for no effect and ±100 for the full control effect
Target sequence (Q9Y253 whole entry, looked up): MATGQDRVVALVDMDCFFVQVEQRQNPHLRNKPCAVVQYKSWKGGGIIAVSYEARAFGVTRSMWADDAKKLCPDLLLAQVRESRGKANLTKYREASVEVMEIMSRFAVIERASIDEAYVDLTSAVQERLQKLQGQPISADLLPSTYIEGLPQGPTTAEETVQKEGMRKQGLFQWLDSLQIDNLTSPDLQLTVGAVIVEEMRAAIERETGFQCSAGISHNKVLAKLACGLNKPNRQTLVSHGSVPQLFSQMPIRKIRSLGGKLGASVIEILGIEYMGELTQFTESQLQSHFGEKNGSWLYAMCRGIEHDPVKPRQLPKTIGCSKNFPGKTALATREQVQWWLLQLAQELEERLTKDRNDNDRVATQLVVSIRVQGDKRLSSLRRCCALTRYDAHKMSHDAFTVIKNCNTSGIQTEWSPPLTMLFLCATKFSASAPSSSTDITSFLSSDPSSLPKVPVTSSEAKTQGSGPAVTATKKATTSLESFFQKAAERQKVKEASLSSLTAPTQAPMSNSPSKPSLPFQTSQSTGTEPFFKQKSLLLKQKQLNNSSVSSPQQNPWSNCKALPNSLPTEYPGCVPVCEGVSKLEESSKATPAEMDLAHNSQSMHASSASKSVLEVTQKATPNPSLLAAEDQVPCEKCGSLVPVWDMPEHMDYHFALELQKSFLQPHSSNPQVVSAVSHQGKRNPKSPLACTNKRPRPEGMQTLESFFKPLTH
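Pol eta (10 nM) was preincubated with compounds for 15 min at room temperature, after which fluorescent replication substrate (50 nM final) was added to start the reaction. Fluorescence was read kinetically at 0 and 10 min.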
ERG Ets-DNA blk: ERG Ets/DNA interaction inhibition. P11308. hit rate 0.028% among 370,000. fluorescence polarization, His-ERG Ets domain / labelled DNA. Potency, µM (doses to about 76.9 µM), without a hit: top-dose FP activity, negative = inhibition, most hits filed as inhibitors; active = well fitted inhibition curve with a large enough effect in the polarisation, with a control signal flat; inconclusive = small, poorly fitted or top-dose-only effect, or effect the other way, or a change in a side signal; inactive = no such curve, though single readings can be large or run the other way; the % refers to the polarisation;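 note: polarization taken with two DNA probes labelled with fluorescein and Texas red; potency is the fitted concentration of half-maximal effect; % of control where 0% means no effect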
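His-tagged ERG Ets domain (1 uM in the protein solution; 300mM KCl, 50mM Tris-HCl, 1mM EDTA, 1mM DTT, pH 7.5) received compound, then a probe mix of 5 nM fluorescein-DNA and 100nM Texas-615-DNA. Fluorescence polarization was read for both dyes.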
POLK inh: blocks human DNA polymerase kappa activity | Potency, µM (top dose mostly 107 µM), for the others: at the highest dose activity, negative = inhibition, actives largely listed as inhibitors | hit rate 0.53% among 400,000 | purified Pol kappa, fluorescent DNA synthesis assay, 10 min; note: potency is the fitted concentration of half-maximal effect; % is set by controls: 0 for no effect and ±100 for the full control effect
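Kinetic fluorescence screen: compound preincubated 15 min RT with 10 nM enzyme; 50 nM substrate (final) initiates; reads at 0/10 min.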
APEX1 inh: APE1 (human) endonuclease inhibition | Potency, µM (titrated, usually from 65.8 µM), for the others: at the highest dose activity change, negative = inhibition, most hits filed as inhibitors | P27695 | hit rate 0.35% among 350,000 | recombinant APE1, TAMRA/BHQ-2 abasic DNA cleavage fluorescence;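 note: potency is the fitted concentration of half-maximal effect; plate controls were vehicle for no effect and reference inhibitor for full effect; nearly all actives have a fitted effect of over 55% in size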
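Measures dequenching upon AP-site incision of a 5'-TAMRA/3'-BHQ-2 THF-containing duplex, 50 nM; human APE1 0.75 nM after 15 min room-temperature exposure to compound; kinetic three-point read at one-minute spacing.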
RGS4 inh: inhibitors of human regulator of G protein signaling 4 | P49798 | Transcreener GDP fluorescence polarization, RGS4-accelerated GTP hydrolysis | Potency, µM (series often up to 114 µM), inactives show top-dose activity change, negative = inhibition, hits mostly inhibitors | hit rate 0.039% among 390,000 | AID 504845; note: potency is the fitted concentration of half-maximal effect; % is set by controls: 0 for no effect and ±100 for the full control effect; nearly all actives have a fitted effect of over 75% in size; some results filed as inactive show a strong effect at the top dose
Target sequence (P49798 whole entry, looked up): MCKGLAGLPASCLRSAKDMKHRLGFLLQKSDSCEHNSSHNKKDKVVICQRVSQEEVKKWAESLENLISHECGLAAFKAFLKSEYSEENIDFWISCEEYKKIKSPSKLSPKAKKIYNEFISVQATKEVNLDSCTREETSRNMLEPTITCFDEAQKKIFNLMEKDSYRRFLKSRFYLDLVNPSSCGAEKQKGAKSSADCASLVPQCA
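MLSMR compounds (23 nl, pin-transferred) preincubated 10 min at room temperature with a 500nM (2x) first reagent, then RGS4 at 900nM (2x) plus Transcreener GDP mix added; fluorescence polarization (620/688 nm) read before and after 90 min at 30 °C.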
Apoferritin bind: binds horse apoferritin like a general anesthetic | hit rate 0.074% among 350,000 | Potency, µM (series often up to 77.5 µM), without a hit: at the top dose activity change, negative = displacement, usual class: inhibitors | AID 485281 | apoferritin/1-aminoanthracene competitive binding, fluorescence | P02791; note: potency is the fitted concentration of half-maximal effect; % is set by controls: 0 for no effect and ±100 for the full control effect; nearly all actives have a fitted effect of over 20% in size
Target sequence (P02791 2-175 limits assumed): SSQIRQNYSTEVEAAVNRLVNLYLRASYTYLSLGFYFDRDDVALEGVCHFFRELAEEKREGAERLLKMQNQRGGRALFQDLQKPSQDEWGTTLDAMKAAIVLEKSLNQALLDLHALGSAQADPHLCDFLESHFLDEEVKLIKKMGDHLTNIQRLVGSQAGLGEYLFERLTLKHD
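Probe: 1-aminoanthracene (50% saturated, PBS). Protein: horse-spleen apoferritin, 10 uM. Incubation: 10 min, room temperature. Detection: 380 nm excitation, 535 nm emission. Analysis: normalized response, four-parameter Hill.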
LDHA block: blocks human lactate dehydrogenase A. P00338. purified LDHA, NADH/diaphorase-resazurin fluorescence; hits give low values. activity change, % (values are at about 110 or 230 µM). hit rate 0.15% among 480,000. AID 1347041; in the data active = activity change below about -30%; inconclusive = mostly about -25% to -30%;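 note: plate controls were DMSO wells for no effect and wells without enzyme for full effect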
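Human LDH5 at 2 nM final in Tris HCl pH 7.4 with 0.06 mM NADH and 0.2 mM pyruvate, reacted 5 minutes at room temperature. Remaining NADH coupled via diaphorase/resazurin; resorufin fluorescence read at 0 and 20 minutes, normalized to enzyme-free and DMSO wells.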
Pol beta inh: blocks human DNA polymerase beta activity; Potency, µM (series often up to 114 µM), for inactives: top-dose activity change, negative = inhibition, actives largely listed as inhibitors; Pol beta primer extension/strand displacement, fluorescence kinetic; P06746; AID 485314; hit rate 1.3% among 340,000; note: potency is the fitted concentration of half-maximal effect; % is set by controls: 0 for no effect and ±100 for the full control effect
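Preincubation: enzyme (10 nM) with compound, 15 min, RT. Reaction: substrate added to 50 nM final. Reads: 0 and 10 min. Analysis: normalized, Hill fit.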
ALOX12 inh: blocks human arachidonate 12S-lipoxygenase; purified 12hLO, xylenol orange hydroperoxide absorbance; Potency, µM (series often up to 108 µM), for the others: at the top dose activity change, negative = inhibition, most hits filed as inhibitors; P18054; hit rate 1.1% among 580,000; note: potency is the fitted concentration of half-maximal effect; % is set by controls: 0 for no effect and ±100 for the full control effect
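Hydroperoxide product was detected by ferrous iron/xylenol orange as the 573 to 405 nm absorbance ratio. Arachidonic acid at 40 uM (final) was turned over for 30 min at room temperature by 150 nM human 12hLO, pH 7.0 Hepes buffer, after 15 min compound preincubation.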
Active calls of the source: *; ? = inconclusive; / = not tested or not shown; [ ] = another dose, or the depositor's remark. Unless noted, calls come from the whole dose curve; as a rule, active = well fitted curve in the direction sought with a large enough effect; inconclusive = small, poorly fitted or top-dose-only effect, or another doubt; inactive = no such curve, though single readings can be large; an effect the other way counts as inactive or inconclusive. An excerpt; count on the stated rates, not on these rows.

Screens in order – Pol beta inh, LDHA block, Apoferritin bind, APEX1 inh, ERG Ets-DNA blk, POLK inh, POLH inh, RGS4 inh, ALOX12 inh
> Cc1ccccc1NC(=O)COC(=O)c1c[nH]c(=O)[nH]c1=O
→ 12.4%, -2.8, -8.6%, 0.1%, -3.2%, -1.4%, -7.7%, -3.2%, -8.3%
> COc1ccc(CCNC(=O)c2ccc(Cn3c(=O)c4ccccc4n(Cc4cc(C)ccc4C)c3=O)cc2)cc1OC
→ -18.5%, 0.0, -2.4%, /, -0.8%, 1.1%, -25.9%, -7.0%, 0.0%
> CCN(c1ccccc1)S(=O)(=O)c1ccc(F)c(C(=O)O)c1
→ 0.7%, -2.1, -8.4%, 14.8%, 1.6%, -4.9%, -5.6%, -8.3%, -20.6%
> O=C(COC(=O)C1CCC1)Nc1ccc(OC(F)F)cc1
→ -10.6%, -6.6, -3.5%, -5.9%, -1.9%, -18.2%, -14.1%, -3.3%, 0.5%
> CN(C)c1nc(N(C)C)n(C(=O)c2cccs2)n1
→ -0.4%, -9.0, -9.7%, 1.0%, -9.0%, -4.2%, 10.1%, 4.3%, 1.7%
> C[C@@H]1CC=C[C@H]2[C@H]1C(=O)N(Cc1ccccc1)[C@H]2c1ccc(-c2ccoc2)cc1F
→ -0.6%, 0.9, 57.5%[activator], -3.8%, 5.0%, 6.5%, -7.2%, -47.6%, ?
> COc1cccc(C(C2C(=O)CC(C)(C)CC2=O)C2C(=O)CC(C)(C)CC2=O)c1
→ 13.0%, -1.7, -9.3%, 27.4%, -4.9%, 4.0%, -15.7%, -16.1%, -14.8%
> CCOC(=O)c1c(NC(=O)c2ccn(CC)n2)sc2c1CCC2
→ -3.6%, 0.2, -1.6%, -3.4%, 7.1%, -21.3%, -7.5%, 19.5%, 0.0%
> O=C(N/N=C/C(Br)=C/c1ccccc1)c1ccc([N+](=O)[O-])cc1
→ ?, ?, -17.2%, -47.7%, 12.5%, -12.5%, -7.9%, ?, 75.8%[activator]
> C=CCCCCCCCCC(=O)N1CCN(c2cc3c(cc2F)c(=O)c(C(=O)O)cn3CC)CC1
→ -1.1%, -1.4, 7.3%, -15.7%, -7.1%, 12.9%, 3.7%, 3.1%, 3.2%
> COc1ccc(NC(=O)Nc2cccc3c2O[C@H](CN(C)C(=O)Nc2ccc(C(F)(F)F)cc2)[C@@H](C)CN([C@H](C)CO)C3=O)cc1
→ /, 6.3, /, 16.5%, 4.5%, 9.1%, -21.9%, -1.1%, /
> COc1ccc(NC(=O)CN(C)C(=O)/C=C/c2cn(-c3ccccc3)nc2-c2cccs2)cc1
→ /, 0.5, /, 13.5%, -5.4%, -3.1%, -11.3%, 7.3%, -6.0%
> Cc1cccc(OC(=O)c2cc(-c3ccc(C)c(C)c3)on2)c1
→ -19.0%, -1.6, -9.2%, /, 2.3%, -2.7%, -21.8%, -5.6%, -33.7%
> COc1ccc(-n2nc3c(N4CCCC(C(=O)NCCc5ccc(C)cc5)C4)nnc(C)c3c2C)cc1 (centres undefined)
→ 16.4%, -7.8, -13.6%, /, -4.7%, 6.1%, -24.5%, -23.0%, 2.8%
> Nc1ccc(-n2nc3ccccc3n2)cc1
→ /, -3.0, /, /, -0.9%, -8.2%, -16.0%, -7.8%, 16.7%
> CCOc1ccc2nc(NC3=NC(C)(C)C=C(C)N3)nc(C)c2c1
→ 27.3%, 4.1, ?, -4.3%, -11.2%, 7.3%, -5.7%, -3.8%[56.9 µM], -29.5%
> Cc1nc(NS(=O)(=O)c2ccc(Br)cc2)c2c3c(sc2n1)CCC3
→ 1.8%, -3.4, -6.7%, ?, 2.7%, -5.6%, -17.8%, 8.3%, 4.4%
> O=C1CCCN1c1ccc(S(=O)(=O)N2CCCCC2)cc1[N+](=O)[O-]
→ 10.4%, 1.7, -8.2%, -1.7%, 0.9%, 1.9%, -10.3%, -42.5%, 3.1%
> COc1ccc(S(=O)(=O)NCCSc2ccc(C)cc2)cc1OC
→ 11.4%, -0.1, -18.8%, 2.7%, -4.9%, -14.5%, -7.5%, -11.8%, 40.9%[activator]
> COc1ccc(CN(C)C(=O)C23CC4CC(CC(Cl)(C4)C2)C3)c(OC)c1OC
→ -9.0%, -1.3, -11.8%, -9.8%, 16.1%, 3.4%, -7.6%, -11.4%, -2.4%
> Cc1cc(NC(=O)c2ccc3c(c2)C(=O)N(Cc2ccccc2)C3=O)no1
→ -29.9%, -2.1, -1.7%, 3.7%, 3.9%, 1.3%, -17.9%, -25.4%, -2.0%
> Cc1c(C(=O)N2CCC(c3nc4ccccc4s3)CC2)oc2ccc(Cl)cc12
→ -8.8%, -1.0, -10.6%, /, -4.5%, -4.7%, -20.2%, 0.0%, -28.1%
> O=C(CSc1nc(=O)n(CCCN2CCOCC2)c2c1CCC2)Nc1ccc(F)cc1
→ /, -3.0, /, 1.8%, 1.9%, -9.0%, -20.5%, 5.9%, -0.5%
> Cc1cc(NC(=O)C2CC(=O)N(c3ccccc3C)C2)no1 (centres undefined)
→ 16.6%, -4.3, -5.8%, -11.6%, 2.2%, 0.9%, -14.2%, -17.9%, -27.1%
> CN(Cc1ccccc1)C(=O)c1ccc(Cl)c([N+](=O)[O-])c1
→ -2.0%, -1.4, ?, 7.3%, 8.1%, -6.3%, -3.2%, -4.9%, -1.4%
> NC(=O)C1CCN(CC(=O)NCc2ccccc2)CC1
→ -5.8%, -11.5, -2.0%, -4.3%, -10.5%, -3.8%, 6.5%, 23.4%, 0.0%[57.4 µM]
> CC12CN3CC(C)(CN(C1)C3c1ccc([N+](=O)[O-])o1)C2 (centres undefined)
→ -1.6%, 0.4, -7.8%, -7.2%, -3.6%, 1.6%, -15.2%, -17.5%, 99.1%[activator]
> O=C(NC1CCCCCC1)c1cccnc1Sc1ccccc1
→ 32.4%, -2.1, -5.3%, -9.3%, -0.4%, -2.2%, -6.5%, 22.3%, 13.4%
> COc1ccc(CNC(=O)c2cc(C3CC3)nc3c2cnn3C(C)C)cc1OC
→ /, -7.6, /, 27.0%, -10.7%, -7.7%, -3.6%, 18.7%, ?
> COc1ccc(N/C=C(\C#N)c2nc3ccccc3n2C)c(OC)c1
→ 8.6%, 8.6, 291.0%[activator], ?, -2.5%, -15.7%, -18.1%, -13.7%, -1.0%
> O=C1Nc2cc3c(cc2C1=O)sc1ccccc13
→ 39.8µM*, -1.6, -5.8%, 0.1%, 7.5%, ?, 44.7µM*, -17.7%, 33.3%[activator]
> COc1ccc(C2CC(=O)c3c(C)nc(N4CCN(Cc5ccccc5)CC4)nc3C2)cc1OC (centres undefined)
→ -1.2%, 0.1, ?, -3.5%, 4.0%, -16.3%, -5.5%, 6.5%, 0.0%
> O=[N+]([O-])c1cccc(-c2nc(-c3ccccc3)no2)c1
→ 1.5%, 2.7, 1.7%, 3.3%, -4.4%, 2.3%, -3.3%, -38.0%, -8.7%
> COc1ccc(C(=O)N(Cc2ccccc2)c2cccc(C)c2)cc1S(=O)(=O)N1CCOCC1
→ /, -1.0, /, 5.1%, 2.6%, -9.6%, -10.9%, -21.8%, 5.7%
> CCCCCn1c(=O)[nH]c2cc(C(=O)N3CCN(c4ccc(F)cc4)CC3)ccc2c1=O
→ /, -7.2, /, /, 4.8%, -3.6%, -14.3%, -1.4%, 6.6%
> CCOc1ccc(Sc2cc(C(=O)NCCCOC)c3ccccc3n2)cc1
→ 0.4%, -9.3, -12.6%, /, -0.6%, -9.4%[60.1 µM], -0.8%, 14.9%, -17.4%
> COCCCNCCCOc1ccc(C)cc1Br
→ 29.9%, -16.8, -8.2%, -0.9%, 10.0%, -0.2%, ?, -7.8%, ?
> COc1cccc(NC(=O)CN(C)C(=O)CCc2nc3sc4c(c3c(=O)[nH]2)CCCC4)c1
→ 35.5µM*, -4.6, -10.8%, -32.4%, 12.8%, -24.0%, 22.4µM*, 1.9%, 2.8%
> CCC(C)C(NC(=O)c1ccccc1NC(=O)c1ccc(OC)cc1)C(=O)NCc1ccco1 (centres undefined)
→ -1.4%, -7.5, ?, 2.2%, /, -6.7%, -8.2%, 4.2%, 1.9%
> CCCOC1CCCN(C(=O)CCc2nnc(Cc3cccc(C)c3)o2)C1 (centres undefined)
→ 46.9%, 4.1, -13.9%, 9.2%, -5.8%, 1.5%, -12.9%, 18.6%, 1.1%
> Cc1cccc(-[n+]2c(C)cc(C)c3c(=O)[nH]c(=O)[nH]c32)c1
→ 22.3%, 0.4, 49.6%[activator], 6.0%, 2.0%, 5.6%, -13.9%, -1.4%, -4.3%
> C/C(=N\NC(=O)CSCc1ccccc1Cl)c1cccc(NC(=O)c2ccccc2)c1
→ -1.5%, -5.1, -23.8%, -2.5%, -0.2%, -6.7%, -6.4%, -0.9%, -19.8%
> CCc1ccccc1NS(=O)(=O)c1ccc(NC(=O)N2CCCC2)cc1
→ -16.7%, -1.7, 1.4%, /, -8.9%, -9.5%[60.1 µM], -11.6%, -22.2%, -14.5%
> Cc1cccc(N/C(N)=N/c2nc(C(F)(F)F)cc(C(F)(F)F)n2)c1
→ -0.5%, -1.8, -14.3%, -7.4%, -3.0%, -7.0%[60.1 µM], -17.4%, 14.6%, -3.6%

Source: PubChem (National Center for Advancing Translational Sciences (NCATS))
